FEN1 inhibitor: human FEN1 inhibition; P39748; Recombinant FEN1 flap cleavage, fluorescence, 15 min; Potency, µM (highest dose often 114 µM), without a hit: at the top dose activity change, negative = inhibition, usual class: inhibitors; actives 0.35% (n = 390,000); AID 588795; also: nearly all actives have a fitted effect of over 65% in size
Target sequence (P39748 whole entry, looked up): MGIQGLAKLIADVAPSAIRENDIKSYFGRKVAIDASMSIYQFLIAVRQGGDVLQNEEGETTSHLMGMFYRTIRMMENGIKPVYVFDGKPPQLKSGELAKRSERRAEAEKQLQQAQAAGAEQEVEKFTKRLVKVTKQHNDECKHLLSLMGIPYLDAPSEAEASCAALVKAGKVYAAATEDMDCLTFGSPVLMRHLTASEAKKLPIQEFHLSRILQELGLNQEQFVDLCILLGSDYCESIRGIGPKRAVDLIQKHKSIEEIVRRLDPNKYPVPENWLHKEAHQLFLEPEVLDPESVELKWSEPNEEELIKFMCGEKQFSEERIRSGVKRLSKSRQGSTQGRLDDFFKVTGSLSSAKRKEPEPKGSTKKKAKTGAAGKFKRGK
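Potency values derive from four-parameter Hill fits of normalized qHTS data. The reaction used 10 nM FEN1 preincubated 15 min at room temperature with compound, then 50 nM DNA substrate, read at 0 and 15 min.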
N370S GC mod: N370S glucocerebrosidase modulation, Gaucher chaperone candidate | P04062 | actives 0.092% (n = 330,000) | Potency, µM (highest dose often 59.4 µM), for the others: at the highest dose activity change, negative = inhibition, usual class: inhibitors | AID 2101 | N370S GC spleen homogenate, 4MU-glucoside fluorescence;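 also: 0% = full enzyme activity and -100% = no enzyme basal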
TDP1 block: TDP1 (human) enzyme inhibition | Q9NUW8 | Potency, µM (doses to about 130 µM), for the others: at the top dose activity change, negative = inhibition, actives largely listed as inhibitors | actives 0.28% (n = 350,000) | recombinant TDP1, AlphaScreen DNA substrate cleavage; also: nearly all actives have a fitted effect of over 40% in size
Target sequence (Q9NUW8 whole entry, looked up): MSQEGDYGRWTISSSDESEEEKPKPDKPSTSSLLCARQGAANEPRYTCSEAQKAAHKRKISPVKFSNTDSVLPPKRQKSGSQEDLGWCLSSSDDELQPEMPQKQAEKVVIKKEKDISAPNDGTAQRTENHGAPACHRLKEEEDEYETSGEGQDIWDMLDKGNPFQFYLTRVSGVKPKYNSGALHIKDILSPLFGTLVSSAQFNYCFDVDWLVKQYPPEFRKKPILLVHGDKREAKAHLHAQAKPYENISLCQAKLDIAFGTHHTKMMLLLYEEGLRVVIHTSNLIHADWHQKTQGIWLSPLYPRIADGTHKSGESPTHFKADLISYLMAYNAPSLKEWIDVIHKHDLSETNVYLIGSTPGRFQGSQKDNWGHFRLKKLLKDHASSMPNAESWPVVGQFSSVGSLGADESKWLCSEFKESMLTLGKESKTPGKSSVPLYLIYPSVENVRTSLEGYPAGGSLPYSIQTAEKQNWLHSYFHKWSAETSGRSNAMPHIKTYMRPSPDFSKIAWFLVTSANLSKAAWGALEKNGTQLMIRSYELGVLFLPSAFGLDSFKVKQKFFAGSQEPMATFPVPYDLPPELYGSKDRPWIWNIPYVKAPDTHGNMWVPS
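AlphaScreen read-out: signal falls as enzyme removes the 3' tyrosine-FITC from a 5'-biotinylated DNA oligo (15 nM, 5 min, RT). Enzyme was E. coli-made recombinant Tdp1 at 1 nM, exposed to compound for 15 min beforehand; beads 10 ug/ml, 10 min.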
An asterisk follows results filed as active; u = inconclusive; x = no result given; [ ] = dose if it differs, or a comment. Calls follow the shape of the dose curve; as a rule, active = well fitted curve in the direction sought with a large enough effect; inconclusive = small, poorly fitted or top-dose-only effect, or another doubt; inactive = no such curve, though single readings can be large; an effect the other way counts as inactive or inconclusive. Unless noted, % is scaled to controls: 0 for no effect and ±100 for the full control effect; potency is read from the fitted curve at half-maximal effect.

Below each SMILES – N370S GC mod, TDP1 block, FEN1 inhibitor
> COc1ccc(N(C)S(=O)(=O)c2cccc(C(=O)NC3CCCC3)c2)cc1
    19.9%, 1.2%, 3.7%
> CC(=O)c1c(N2CCN(Cc3ccccc3)CC2)nc(=S)n(-c2ccccc2)c1C
    -3.5%, -1.6%, -8.1%
> Cc1cccc(N2CCN(C(=O)c3noc4c3CCCCC4)CC2)c1C
    x, 2.1%, 6.5%
> O=C(O)C1CCCCC1C(=O)Nc1ccccn1 (configuration not stated)
    14.8%, 2.2%, 4.3%
> CS(=O)(=O)c1ccc(Cl)c(NC(=O)COC(=O)c2ccc(S(=O)(=O)N3CCCC3)cc2)c1
    x, 0.3%, 6.9%
> O=C(Nc1ccc(Cl)cn1)c1ccc([N+](=O)[O-])o1
    24.4%, -2.4%, -11.3%
> O=C(COc1ccc2ccccc2c1Br)N1CCCC1
    2.4%, 1.3%, -6.8%
> Cc1sc2ccc3sccc3c2[n+]1C
    4.1%, 7.2%, u
> O=C(OCC(F)(F)F)c1cccc(COc2ccc3ccccc3c2)c1
    16.9%, x, -18.2%
> COc1ccc(C2(O)CC3CCC(C2)N3c2nc(C)cc(C)c2C#N)cc1 (configuration not stated)
    10.0%, -2.6%, 10.1%
> CN1C(C(=O)NCc2ccccc2)CC2Cn3c(nc4ccccc43)C21 (configuration not stated)
    -6.8%, 3.5%, -10.1%
> CC1=C(C(=O)OCc2ccccc2)C(c2cccc(Cl)c2Cl)CC(=O)N1 (configuration not stated)
    x, 2.1%, 0.1%
> Cn1c2ccccc2c(=O)c2cc(C#Cc3ccc(N)cc3)ccc21
    0.1%, x, 14.2%
> COc1cc(/C=N/NC(=O)c2cc(-c3cccs3)nc3ccccc23)ccc1O
    5.5%, 3.7%, -17.1%
> CCOc1ccc(-c2csc(Cn3c(CN4CCN(C)CC4)nc4ccccc4c3=O)n2)cc1
    u, 5.5%, 11.9%
> Cc1ccc(-n2c(-c3ccccc3)cc(/C=N/NC(=O)CC#N)c2-c2ccccc2)cc1
    -16.7%, 10.1%, x
> COc1ccc(-n2c(=O)c3c4c(sc3n(CC(=O)NCc3ccco3)c2=O)CCC4)c(OC)c1
    17.7%, -2.4%, -10.5%
> Cc1cc2c(n1-c1ccc(C(=O)NCc3cccc(Br)c3)cc1)CCC(C)C2 (configuration not stated)
    x, 5.0%, -10.9%
> O=C(Oc1ccccc1)Oc1ccc2c(c1)oc(=O)c1ccccc12
    -9.1%, -1.2%, -2.7%
> CCC(NC(=O)CNC(=O)CNC(=O)c1ccc(Cl)cc1Cl)c1ccc(C)cc1 (configuration not stated)
    -4.1%, 0.3%, -2.5%
> Cc1ccnc2nc(C(=O)Nc3cc(Cl)ccc3N3CCOCC3)nn12
    14.1%, 0.0%, -9.0%
> Cc1ccc(NC(=O)C2C3C=CC4(O3)C2C(=O)N(CCCN2CCCCC2)C4C(=O)NC2CCCCC2)cc1Cl (configuration not stated)
    -10.4%, 10.7%, 0.3%
> FC(F)(F)c1cc(Cl)c2nc(-c3ccccc3)cn2c1
    -2.6%, 2.0%, 24.5%
> Oc1ccc(/C=N\Nc2nncc(-c3ccccc3)n2)cc1
    -27.4%, 3.1%, 1.5%
> O=C(/C=C/c1ccccc1)NNC(=O)C1CC1
    -3.0%, 3.6%, 5.8%
> COc1ccccc1OCC(=O)NCc1n[nH]c(=O)c2ccccc12
    -1.0%, -1.3%, 9.1%
> O=S(=O)(Nc1cccc(-c2ccc(N3CCOCC3)nn2)c1)c1ccccc1C(F)(F)F
    x, 6.5%, -4.3%
> CC(Oc1ccc(-n2cnnn2)cc1)C(=O)O (configuration not stated)
    10.0%, 5.3%, 14.9%
> Cn1c(SCC(=O)Nc2cccc(O)c2)nnc1-c1ccc(S(=O)(=O)N2CCOCC2)cc1
    -3.1%, 1.0%, -1.3%
> COc1ccc(Cc2nc3ccc(C(=O)NCc4cc(Br)ccc4OC)cc3o2)cc1
    x, 0.6%, 11.9%
> COc1cccc(NC(=O)c2c(F)cccc2F)c1
    0.0%, x, 20.0%
> Cc1ccc(/C=N/NC(=O)Nc2ccccc2)o1
    16.8%, 0.0%, -5.1%
> CCCCNc1nc(Oc2ccc(=O)n(C)n2)nc(N(C)C)n1
    x, 7.0%, -1.7%
> O=C(CSCc1nc2ccccc2[nH]1)N1CCN(c2ccc(F)cc2)CC1
    -6.6%, 7.7%, 37.2%[activator]
> CCOC(=O)/C(C#N)=C/c1c(N2CCN(c3ccccc3)CC2)nc2ccccn2c1=O
    -1.8%, x, 9.7%
> CC1(C)C(=O)C(c2ccccc2)=C2CN3C(=O)N(CCc4ccccc4)C(=O)C3(Cc3ccccc3)C=C21 (configuration not stated)
    -1.4%, 8.7%, x
> CCOC(=O)/C=C/C(=O)Nc1ccccc1-c1ccccc1NC(=O)/C=C/C(=O)OCC
    14.2%, -2.7%, -8.2%
> C=C(C)C1CC=C(CN2CCN(Cc3ccccc3)CC2)CC1 (configuration not stated)
    -3.2%, x, -3.8%
> CC(C)COCC1CC2(CC(C)C(=O)CC2=O)C(=O)O1 (configuration not stated)
    0.9%, -1.0%, -1.1%
> CCC(=O)Nc1ccc(C(=O)CSc2nnc(-c3ccc(O)cc3)n2CC2CCCO2)cc1OC (configuration not stated)
    -0.7%, -1.0%, 9.3%
> C#CC1(NC(=O)NC(C)C)CCCCC1
    2.1%, -2.7%, 5.8%
> Cc1ccc(C)c(OCCCC(=O)Nc2nccs2)c1
    3.8%, 5.1%, -5.3%
> Cc1cccc(NC(=O)CN2C(=O)c3cccc4cccc2c34)c1C
    x, -1.1%, -0.9%
> COc1ccc(-c2noc(CN(C)C3CCOCC3)n2)cc1
    -3.1%, 5.1%, 0.1%
> CN1CCN(C2(CNC(=O)COc3ccc(C(C)(C)C)cc3)CCCCC2)CC1
    x, 3.6%, 0.5%
> Cc1cc(C(=O)COC(=O)C2=NNC(=O)CC2)c(C)n1-c1ccccc1
    -0.1%, -2.3%, -4.3%
> CCOC(=O)NC(=O)/C(C=Nc1ccc(Cl)cc1)=C(\C)O
    -6.1%, 2.7%, 4.7%
> CC(=O)Nc1cccc(C(=O)/C=C/c2ccc(/C=C/C(=O)c3cccc(NC(C)=O)c3)cc2)c1
    5.5%, 3.0%, x
> O=C(N/N=C/c1cnc2ccccc2n1)c1cccc(F)c1
    -8.0%, 5.1%, 18.1%
> COC(=O)[C@@]1(Cc2ccc(F)cc2)[C@H]2c3cc(C(=O)N4CCCC4)n(Cc4ccccn4)c3C[C@H]2CN1C(=O)c1ccccc1
    -5.6%, 14.7%, x
> CC(C)(C)[C@H]1C=C(C(=O)NC2CC2)O[C@@H](OCCCCO)C1
    5.9%, 0.0%, -2.4%
> CN(C)CCNC(=O)c1ccc(-n2c(-c3ccccc3)cc3c2CCCC3)cc1
    x, 3.9%, -0.9%
> O=S(=O)(Nc1cccc(-c2nnco2)c1)c1ccc(Cl)cc1
    0.6%, 1.3%, -6.0%
> CCNC(=S)N1CCC(C(=O)c2ccc3c(c2)OCCO3)CC1
    -15.5%, -1.2%, 16.5%
> Cc1ccc(NS(=O)(=O)c2ccc(C(=O)NCC(c3ccco3)N(C)C)cc2)cc1 (configuration not stated)
    -9.3%, 3.9%, -2.0%
> COC(CNC(=O)C1CC(=O)N(CCc2ccc(C)cc2)C1)OC (configuration not stated)
    0.0%, x, -3.4%
> CCCn1c(N)c(C(=O)CSc2nc3ccccc3n2CCC#N)c(=O)n(C)c1=O
    6.6%, 6.8%, 7.2%
> Cc1ccc(C(=O)c2cc3c(cc2N)OCCO3)cc1
    7.2%, 12.0%, -20.2%
> Cc1cccnc1NC(=O)c1ccc(COc2ccccc2)o1
    -1.0%, 3.6%, -12.0%
> Cc1cccc(N2CC(C(=O)OCC(=O)Nc3sccc3C(N)=O)CC2=O)c1C (configuration not stated)
    x, -13.0%, -9.9%

Further compounds follow.
Below each SMILES – N370S GC mod, TDP1 block, FEN1 inhibitor
> CCCOc1cccc(NC(=O)OC2CCN(C)CC2)c1
    11.3%, 0.0%, 3.0%
> Cc1cc(C(=O)Nn2c(C)nc3ccccc3c2=O)ccc1[N+](=O)[O-]
    -11.5%, -3.8%, -1.0%
> CN(C)Cc1ccc(CNC(=O)c2ccc(Cl)c(S(=O)(=O)NC3CC3)c2)cc1
    x, 0.9%, -12.8%
> O=c1cc(CSCc2ccc(Cl)cc2)[nH]c(=O)[nH]1
    -2.7%, 2.7%, 8.2%
> Cc1ccc([C@@H]2C3COCC=C3C(C#N)=C(N)C2(C#N)C#N)o1 (some centres not stated)
    9.0%, -4.1%, -22.4%
> COc1ccc(-c2ccc(N(C)C)cc2)cc1C1C2C=CCCC2(C)C(=O)N1Cc1ccccc1 (configuration not stated)
    -1.8%, 23.2%, -29.1%
> O=C(O)c1ccccc1-c1ccccc1C(=O)Nc1cccc(Br)c1
    0.9%, -1.3%, 4.0%
> CCOc1ccccc1N1CCN(C(=O)c2c(Cl)cnn2C)CC1
    -1.8%, 1.7%, 0.5%
> NC(=O)c1ccccc1OCc1cccc2ccccc12
    -9.0%, x, 4.5%
> CC[C@H](C)[C@@H]1O[C@]2(CC[C@@H]1C)C[C@H]1C[C@H](CC=C(C)[C@@H](O[C@@H]3C[C@H](OC)[C@H](O[C@@H]4C[C@H](OC)[C@H](O)[C@H](C)O4)[C@H](C)O3)[C@@H](C)C=CC=C3CO[C@@H]4[C@@H](O)C(C)=C[C@@H](C(=O)O1)[C@]34O)O2
    -8.5%[21.6 µM], 8.3%[56.1 µM], x
> CCCSc1nnc(CSc2nc3nc(C)cc(C)n3n2)o1
    -1.9%, 2.5%, -14.6%
> COCCCNC(=O)c1sc2nc3n(c(=O)c2c1C)CCC3
    x, 3.9%, 20.1%
> CCOc1ccc(S(=O)(=O)NCCC(=O)NCCOc2ccccc2OC)cc1
    2.9%, -7.9%[0.505 µM], 9.8%
> CCOC(=O)C1CCN(c2c(Nc3ccc4c(c3)OCCO4)c(=O)c2=O)CC1
    -10.1%, 0.0%, 12.3%
> O=c1cc(CN2CCOCC2)c2ccc(O)c(O)c2o1
    -6.7%, x, 4.4%
> CN1CCN(C(=O)C2=C[C@H](C3CCCCC3)C[C@H](OCc3ccc(CO)cc3)O2)CC1
    4.1%, 3.8%, 16.7%
> N=c1c(C(=O)NC2CCCCC2)cc2c(=O)n3ccccc3nc2n1Cc1cccnc1
    -4.4%, 0.9%[0.0935 µM], 9.1%
> COC(=O)c1ccccc1NC(=O)NCCc1ccccc1OC
    -0.8%, 0.0%, -7.0%
> COC(=O)c1cc(CN2CCN(c3ccccc3)CC2)ccc1O
    -3.4%, x, 21.8%
> CCCCN1C(=O)c2ccc(C(=O)Nc3ccccc3N3CCOCC3)cc2C1=O
    17.5%, 1.2%, 7.1%
> COc1ccc(Cc2nnc(NC(=O)CSc3ccccc3)s2)cc1OC
    2.4%, -2.8%, 1.0%
> Cc1csc(Nc2ccc(Cl)cc2)n1
    0.2%, 3.1%, -5.6%
> Cc1nc2ccccc2c2oc(C(=O)N3CCN(C(=O)c4ccco4)CC3)cc12
    4.3%, 7.6%, -2.7%
> Cc1nn2c(-c3ccccc3)c(-c3ccccc3)nc2[nH]c1=O
    -6.8%, 5.1%, -4.4%
> O=C(Cn1nnc(-c2ccccc2-n2cnnn2)n1)c1ccccc1
    5.8%, 9.3%, -2.5%
> Clc1ccc(SCCCCn2ccnc2)cc1
    -2.5%, 4.1%, -13.8%
> Cc1ccc(S(=O)(=O)NCc2c(Cl)cccc2Oc2ccccc2)cc1
    28.1%, x, -3.7%
> O=C(CCc1ccc(S(=O)(=O)NCc2ccccc2)cc1)NCc1cccnc1
    0.8%, 3.4%, 0.1%
> COc1ccc(NC(=O)CSc2nnc3ccc(-c4ccccn4)nn23)cc1OC
    1.6%, x, 2.6%
> NCCCC[C@@H]1NC(=O)[C@H](CCC(=O)O)NC(=O)c2cc([N+](=O)[O-])cc(I)c2NCC[C@@H](C(N)=O)NC1=O
    15.3%, 3.9%, 0.5%
> COc1ccc(C2N(C(C)=O)CCN2S(=O)(=O)c2ccc(C)cc2)cc1 (configuration not stated)
    -9.9%, -0.1%, -0.8%

Structures listed so far with a cyano group, in the order listed:
Below each SMILES – N370S GC mod, TDP1 block, FEN1 inhibitor
> COc1ccc(C2(O)CC3CCC(C2)N3c2nc(C)cc(C)c2C#N)cc1 (configuration not stated)
    10.0%, -2.6%, 10.1%
> Cc1ccc(-n2c(-c3ccccc3)cc(/C=N/NC(=O)CC#N)c2-c2ccccc2)cc1
    -16.7%, 10.1%, x
> CCOC(=O)/C(C#N)=C/c1c(N2CCN(c3ccccc3)CC2)nc2ccccn2c1=O
    -1.8%, x, 9.7%
> CCCn1c(N)c(C(=O)CSc2nc3ccccc3n2CCC#N)c(=O)n(C)c1=O
    6.6%, 6.8%, 7.2%
> Cc1ccc([C@@H]2C3COCC=C3C(C#N)=C(N)C2(C#N)C#N)o1 (some centres not stated)
    9.0%, -4.1%, -22.4%

Screens as filed in PubChem.
